PLC-gamma1 inh = inhibitors of human phospholipase C gamma1. P19174. purified PLC-gamma1, fluorogenic substrate, fluorescence. inhibition, % at 12.2 µM. actives 0.84% (n = 370,000). AID 720700; in the data active = inhibition above about 9.5%
ADAM10 inh = inhibits human ADAM10; O14672; recombinant ADAM10, EDANS/DABCYL FRET peptide cleavage, 3 h; inhibition, % at 7 µM; actives 0.62% (n = 370,000);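 active = inhibition above a per-campaign cutoff equal to the mean of compounds falling between control-based bounds plus 3 SD, cut at about 20% in these data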;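 also: 0% = DMSO wells while the 100% control is not disclosed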
ADAM17 inh = inhibitors of human ADAM17; recombinant ADAM17, EDANS/DABCYL FRET peptide cleavage; inhibition, % at 6.95 µM; actives 0.83% (n = 370,000);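 active = inhibition above the mean of compounds lying between control limits plus 3 SD, set per campaign, cut at about 8.5% in these data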;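 also: 0% = DMSO-only wells as the low control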
ASAP1 GAP inh = inhibitors of human ASAP1 ArfGAP activity; inhibition, % at 16.5 µM; actives 0.19% (n = 360,000); ASAP1-stimulated ARF1 GTP hydrolysis, GDP FP detection; in the data active = inhibition above about 25%;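 also: 0% = vehicle with enzyme and substrate and 100% = no enzyme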
TDP2 absorb = TDP2 (human) inhibition, absorbance primary screen; O95551; recombinant TDP2, T5PNP hydrolysis, p-nitrophenol absorbance 415 nm; inhibition, % at 12.8 µM; actives 0.34% (n = 370,000); AID 720702;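 active = inhibition above the mean of all tested compounds plus 3 SD, set per campaign, cut at about 25% in these data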;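 also: 0% = DMSO with enzyme and 100% = buffer with substrate but no TDP2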
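test system = human TDP2 enzyme | input = TDP2 enzyme at 120 nM final | medium = 50 mM Tris-HCl pH 7.5 with Mg2+, KCl, DTT, BSA | also added = T5PNP substrate, 5 mM | times = 2 h at 37 °C | technique = epi absorbance | benchmarks = high control without enzyme, low control DMSO plus TDP2 | replication = each compound tested once, singlicate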
ARFGAP1 inhibitor = rat ARFGAP1 inhibition | Q62848 | Arfgap1-stimulated ARF1 GTP hydrolysis, GDP FP detection | inhibition, % at 16.5 µM | actives 0.26% (n = 360,000);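 active = inhibition above a per-plate limit, mean inhibition of low control wells plus 3 SD, cut at about 25% in these data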;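 also: 0% = DMSO wells with enzyme and 100% = wells lacking Arfgap1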
Target sequence (Q62848 1-136 limits assumed): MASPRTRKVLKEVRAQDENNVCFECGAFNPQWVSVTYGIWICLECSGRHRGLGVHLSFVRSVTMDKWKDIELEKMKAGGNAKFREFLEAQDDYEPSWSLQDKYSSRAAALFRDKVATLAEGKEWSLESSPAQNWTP
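Assay system: Rat Arfgap1 GAP domain (His6, aa 1-136), purified enzyme | Buffer or medium: HEPES 25 mM pH 7.5, NaCl 150 mM, MgCl2, DTT | Schedule: GTP hydrolysis reaction 2 h at 25 °C | Signal: FP of antibody-bound GDP Alexa 633 tracer, ex 620/em 688 nm | Measure: Percent inhibition of Arfgap1-stimulated GTP hydrolysis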
LEDGF integ inh = blocks HIV-1 LEDGF/p75-dependent DNA integration; TR-FRET IN-LEDGF/p75 DNA integration, Eu/Cy5; inhibition, % at 3.7 µM; actives 0.64% (n = 370,000); AID 743269;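 active = inhibition above the screen-wide mean plus 3 SD, cut at about 13% in these data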;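 also: signal is the Cy5 over europium emission ratio at 671 and 618 nm; 0% = plate median of compound wells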
DDE Tn6 FP inh = disrupts Tn6 cyclic peptide binding to fibrin D-Dimer-E complex; actives 0.21% (n = 370,000); inhibition, % at 8.3 µM; P02675; Fibrin DD(E) TRITC-Tn6 fluorescence polarization displacement;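 active = inhibition above a per-campaign cutoff: mean of compounds within control limits plus 3 SD, cut at about 15% in these data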;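 also: 0% = median of all compound wells on the plate and 100% = blocking peptide control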
Target sequence (P02675 whole entry, looked up): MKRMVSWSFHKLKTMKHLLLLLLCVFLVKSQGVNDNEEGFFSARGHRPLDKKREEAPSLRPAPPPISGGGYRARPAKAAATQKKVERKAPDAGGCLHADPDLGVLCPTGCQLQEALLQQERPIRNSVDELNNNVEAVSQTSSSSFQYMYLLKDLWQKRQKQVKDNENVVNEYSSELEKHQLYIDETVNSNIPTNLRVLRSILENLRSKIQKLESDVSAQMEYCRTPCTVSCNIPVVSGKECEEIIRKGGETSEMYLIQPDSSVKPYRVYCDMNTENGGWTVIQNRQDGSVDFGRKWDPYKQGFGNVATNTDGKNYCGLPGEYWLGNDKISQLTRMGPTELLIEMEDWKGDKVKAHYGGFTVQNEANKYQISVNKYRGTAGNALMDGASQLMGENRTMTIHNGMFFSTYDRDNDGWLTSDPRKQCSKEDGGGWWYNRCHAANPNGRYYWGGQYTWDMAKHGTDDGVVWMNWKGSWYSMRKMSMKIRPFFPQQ
Tn7 DDE FP = disrupts Tn7 cyclic peptide binding to fibrin D-Dimer-E complex | P02675 | FP displacement of FITC-Tn7 peptide from fibrin DD(E); 0% = median of compound wells per plate | inhibition, % at 8.3 µM | actives 0.13% (n = 370,000) | AID 720508;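 active = inhibition above the mean of compounds falling within the control limits plus 3 SD of them, cut at about 14% in these data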;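 also: 0% = plate median of compound wells and 100% = 10 µM Aha-Tn7 peptide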
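Assay system: human fibrin DD(E). Input: DD(E) 2 µM final. Medium: Tris buffer with calcium and detergent, pH 7.8. Compound dosing: single point at 8.3 µM. Timing: 10 min plus 3 h, room temperature. Technique: fluorescence polarization of the labelled Tn7 tracer. Read-out: percent inhibition. Replicates: singlicate testing.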
KLK7 zymogen act = proKLK7 (human) activation, primary screen; activation, % at 7 µM; actives 0.9% (n = 370,000); P49862; purified proKLK7, EDANS-DABCYL substrate fluorescence; 100% is mature enzyme control, 0% vehicle;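 active = activation above the mean of all tested compounds plus 3 SD, computed per campaign excluding outliers beyond control limits, cut at about 13% in these data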
Target sequence (P49862 whole entry, looked up): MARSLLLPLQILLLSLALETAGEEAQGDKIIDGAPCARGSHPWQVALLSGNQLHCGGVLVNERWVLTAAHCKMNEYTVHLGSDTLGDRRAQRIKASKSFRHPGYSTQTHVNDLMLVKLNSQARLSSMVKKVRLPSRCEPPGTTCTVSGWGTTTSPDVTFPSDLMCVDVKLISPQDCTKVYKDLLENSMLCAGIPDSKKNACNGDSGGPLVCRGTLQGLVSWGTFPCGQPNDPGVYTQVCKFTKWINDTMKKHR
Starred values were filed as active, the others as inactive; i = inactive; + = active, no number.

PLC-gamma1 inh,ADAM10 inh,ADAM17 inh,ASAP1 GAP inh,TDP2 absorb,ARFGAP1 inhibitor,LEDGF integ inh,structure,DDE Tn6 FP inh,Tn7 DDE FP,KLK7 zymogen act
0,-5,-6,-19,8,5,0,CC(C)(C)OC(=O)NCCCCCNC(=O)c1nc[nH]c1C(=O)N1CCc2ccccc2C1,-3,3,0.1
-58,-112,-35,0,4,-15,2,O=S1(=O)N=C(N2CCOCC2)c2ccccc21,3,-9,2.2
3,2,5,-6,-5,-12,7,O=C(CN1C(=O)NC2(CCCc3ccccc32)C1=O)N1CCCCC1 (stereo unspecified),-7,0,0.3
-3,-1,-2,0,13,10,-3,COC(=O)c1ccc(NC(=O)CSc2nc(N)c(NC(=O)c3ccc(Br)o3)c(=O)[nH]2)cc1,3,-2,-0.3
-8,-17,-9,4,-5,11,0,O=C(Nc1cccc(C(F)(F)F)c1)c1cccnc1N1CCCC1,4,1,0.2
-5,-39,-8,0,0,15,3,C=CCSc1nnc(CCCCCN2C(=O)c3cccc4cccc(c34)C2=O)o1,-4,-4,-7.5
4,18,4,4,-7,-2,6,O=C(O)c1ccc(S(=O)(=O)N(CCc2ccccc2)Cc2ccc(Cl)cc2)cc1,3,-1,0.6
2,9,6,-6,-9,7,-3,O=C(NC1CCCCCCC1)c1ccc2c(c1)N(Cc1ccc(F)cc1)C(=O)CS2=O (stereo unspecified),-6,2,0.4
4,4,1,8,3,-2,3,CCOc1ccc(C(=O)Nc2cccc(C(C)=O)c2)cc1[N+](=O)[O-],-7,-3,-0.1
-6,-13,-5,-14,4,-2,-1,Cc1ccc(CNc2ncnc3[nH]ncc23)cc1,6,-11,0.3
-6,-18,-6,-5,-6,1,-4,CCN(CC)S(=O)(=O)c1ccc(Cl)c(NC(C)=O)c1,8,-9,0.1
-12,-6,-3,-9,6,-5,2,COc1nc(-c2ccccc2)cc(-c2ccc3c(c2)OCO3)c1C#N,6,0,0.3
0,-1,-4,1,3,1,-1,CCn1c(SCC(=O)NC2CCCC2)nnc1-c1cccnc1,-13,5,-0.7
1,-15,-5,7,5,12,-5,CCOc1ccc(OCCC(=O)N(CCOC)c2c(N)n(Cc3ccccc3)c(=O)[nH]c2=O)cc1,-3,4,-0.4
-24,0,-1,-14,4,-5,2,Cc1cc(C)nc(SCC(=O)Oc2ccc3oc(=O)cc(C)c3c2)n1,1,1,0.8

Next part; it opens with the three that closed the last part.
PLC-gamma1 inh,ADAM10 inh,ADAM17 inh,ASAP1 GAP inh,TDP2 absorb,ARFGAP1 inhibitor,LEDGF integ inh,structure,DDE Tn6 FP inh,Tn7 DDE FP,KLK7 zymogen act
0,-1,-4,1,3,1,-1,CCn1c(SCC(=O)NC2CCCC2)nnc1-c1cccnc1,-13,5,-0.7
1,-15,-5,7,5,12,-5,CCOc1ccc(OCCC(=O)N(CCOC)c2c(N)n(Cc3ccccc3)c(=O)[nH]c2=O)cc1,-3,4,-0.4
-24,0,-1,-14,4,-5,2,Cc1cc(C)nc(SCC(=O)Oc2ccc3oc(=O)cc(C)c3c2)n1,1,1,0.8
4,-1,-3,11,3,6,-7,Cn1c(=O)n(CC(=O)N2CCOCC2)c2ccccc21,-1,-7,0.4
3,19,7,16,-2,3,1,COc1ccc(OC)c(S(=O)(=O)Nc2ccc(Oc3ccccc3)cc2)c1,-6,-3,0.9
-1,2,-5,5,-12,3,-8,O=C1CC(N2CCC(c3nc4ccccc4[nH]3)CC2)C(=O)N1c1cccc(F)c1 (stereo unspecified),7,7,-0.1
1,2,-3,0,-1,-10,0,O=C(c1cc(-c2ccccc2)nn1CC1CC(c2cccnc2)=NO1)N1CCOCC1 (stereo unspecified),4,3,0.1
-51,-17,-8,10,10,-15,-4,COc1ccc(Nc2cc(C)c3ccccc3n2)cc1,-7,6,0.4
1,-2,-3,-1,-2,-5,-4,O=C(NCc1ccc(Cl)cc1)C1CCN(S(=O)(=O)c2ccc(N3CCCC3=O)cc2)CC1,6,-1,0.7
1,4,0,7,-4,3,2,CN1CCN(S(=O)(=O)c2ccc(Oc3ccc(F)c(Cl)c3)nc2)CC1,7,-4,-0.6
3,-3,-3,-7,-8,-7,4,O=[N+]([O-])c1ccc(Cc2ccccn2)c([N+](=O)[O-])c1,3,-9,0.6
2,0,-4,-9,-7,14,-1,COc1ccccc1CN1CC(=O)N2CSC[C@H]2C1=O,0,-6,0.4
3,-6,-4,8,-3,-4,2,CCOC(=O)C1CCN(C(=O)C2CCCCC2)CC1,2,1,-0.1
3,-1,-1,-1,-11,20,3,Cc1nc2nc(C)c(NS(=O)(=O)c3ccc4c(c3)CCCC4)c(=O)n2[nH]1,-2,-5,-0.1
-1,-6,-4,3,9,3,-2,COc1ccc(N2C(=O)CC3(CCCC3)CC2=O)cc1,4,4,-0.3
-90,i,-204,17,6,10,-1,Cc1cc(=O)oc2cc(NC(=O)C3CC(=O)N(Cc4ccccc4)C3)ccc12 (stereo unspecified),-1,-2,-0.6
-4,2,-1,-9,-6,9,1,COc1ccc(-c2csc3nc(C)n(-n4cccc4)c(=O)c23)cc1OC,4,-7,0.7
0,0,-8,4,12,-9,-2,CC(=O)NCCc1nc2ccccc2n1Cc1cccc(C)c1,-2,0,0.8
-2,-5,-4,6,12,18,-2,COc1ccc(CN2C(=NC(=O)COc3ccccc3)SC3CS(=O)(=O)CC32)cc1 (stereo unspecified),-4,1,-0.1
5,-9,1,-9,-2,-6,-2,Cc1ccc(NC(=O)C[n+]2cc(-c3ccccc3)n3c2CCC3)c(C)c1,-6,-5,-0.1
1,0,-1,-22,5,-13,4,CCCCn1nnnc1NCc1ccc(OC)c(OC)c1,0,1,-0.8
-8,8,3,3,-9,7,8,CN(C)/C=C/C(=O)c1ccn(S(=O)(=O)c2ccccc2)c1,-1,1,-0.2
-1,-2,0,-12,-11,0,-1,CCn1c(SCc2ccc(C(=O)O)cc2)nnc1-c1ccc(Cl)cc1,1,4,0.5
-1,1,0,-7,17,-2,2,CCC1CCCCN1CCCNC(=O)CS(=O)(=O)Cc1nc(-c2cccc(OC)c2)oc1C (stereo unspecified),-2,12,-0.6
-69,-125,-32,108*,-21,+,0,Cc1cc(NCCCCCCCNc2cc(C)nc3cc([N+](=O)[O-])ccc23)c2ccc([N+](=O)[O-])cc2n1,-17,-15,2.4
-6,8,-2,-1,9,7,0,C#Cc1ccc([C@@H]2C=C(C(=O)NCc3nc4ccccc4[nH]3)O[C@H](OCC)[C@H]2CCCO)cc1,1,5,-0.1
-1,0,-2,-1,7,5,-1,Cn1nc(C(F)(F)F)c(-c2ccc(F)cc2)c1NC(=O)CSCC(=O)O,6,-4,-0.2
-12,-71,-22,1,-4,10,2,Cc1cc(=O)oc2cc(OCC(=O)N/N=C/c3ccccc3[N+](=O)[O-])ccc12,1,-6,-0.1
5,-6,-1,6,6,1,2,Cc1ccc(-c2cc(C(=O)N/N=C/c3c(C)nn(C)c3C)c3ccccc3n2)c(C)c1,-5,-9,-0.5
7,-4,-1,-1,-10,2,2,N#Cc1ccc(-c2csc(NC(=O)c3ccc(S(=O)(=O)N4CCc5ccccc5C4)cc3)n2)cc1,7,-2,-0.3
-3,-12,-2,6,-3,-10,1,COc1ccc(-c2nc(CS(=O)CC(=O)NCc3ccco3)c(C)o2)cc1OC (stereo unspecified),-4,0,1.4
-41,-44,-12,11,-11,6,3,COc1cc2c(cc1OC)CN(C(=O)COc1ccccc1C#N)CC2,-4,-7,1.6
2,-8,3,5,-16,3,-3,O=C(Cn1nc(Cc2cccnc2)c2ccccc2c1=O)NCCCN1CCCC1=O,6,-3,0.0
3,6,-2,-11,5,-2,-5,CC(=O)Nc1cccc(OCC(=O)NS(=O)(=O)c2ccc(Cl)cc2)c1,-2,3,0.3
2,1,-5,9,10,-4,-1,CC(C)[C@@H]1Cc2[nH]c(=O)[nH]c(=O)c2[C@H](C)O1,-5,-4,0.1
1,-1,-2,8,9,8,-1,CC(C)=CCN1CCN(Cc2cnc(-c3ccccc3)s2)CC1CCO (stereo unspecified),-2,-6,-0.6
-3,-1,1,-16,6,0,5,Cc1cccc(NCC(=O)N/N=C/c2ccc(Br)cc2)c1,-6,-1,-0.1
2,1,5,6,-2,2,3,O=C(Nc1cccc(-n2cnnn2)c1)C1CCCN(C(=O)Cc2cccc(Cl)c2)C1 (stereo unspecified),0,13,-0.2
-1,-4,-8,5,4,-2,-1,CC(=O)c1ccc(OCC(=O)NCC2(N3CCCCC3)CCCCC2)cc1,2,4,0.4
-1,-7,-3,-2,-2,8,0,CS(=O)(=O)c1ccc2nc(NC(=O)CCNC(=O)c3ccc([N+](=O)[O-])cc3)sc2c1,-1,-9,-0.1
1,-11,-4,-7,4,6,-1,COCCNc1nc(NCCCN2CCCC2=O)c2sccc2n1,-1,-4,-0.1

Source: PubChem BioAssay
